Compound activity (PubChem BioAssay)
A3A deaminase = APOBEC3A ssDNA deaminase inhibitors, primary screen, selectivity assay for APOBEC3G inhibitor project, biochemical, FAM/TAMRA oligo cleavage fluorescence; DNA dC->dU-editing enzyme APOBEC-3A (Homo sapiens), P31941; recombinant A3A, FAM/TAMRA ssDNA deamination fluorescence; inhibition, % at 20 µM; 0.41% of 330,000 active;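 active means at least 40% inhibition at 20 µM here, with at most 30% in a related deaminase screen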;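 further: plate controls were A3A with DMSO for no effect and wells lacking A3A enzyme for full effect; some results filed as inactive read as strong as hits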
Target sequence (P31941 whole entry, looked up): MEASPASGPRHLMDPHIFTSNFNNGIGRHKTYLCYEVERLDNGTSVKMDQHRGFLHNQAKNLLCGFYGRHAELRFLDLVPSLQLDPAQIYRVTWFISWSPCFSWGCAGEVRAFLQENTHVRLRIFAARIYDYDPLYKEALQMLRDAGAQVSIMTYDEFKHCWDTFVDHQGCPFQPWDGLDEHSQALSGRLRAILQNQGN
APOBEC3G inh = APOBEC3G DNA deaminase inhibitors, primary screen, biochemical, fluorescence, single-stranded DNA substrate, uHTS; DNA dC->dU-editing enzyme APOBEC-3G (Homo sapiens), Q9HC16; recombinant A3G, ssDNA deamination FAM/TAMRA fluorescence; inhibition, % at 20 µM; 0.28% of 330,000 active; AID 493012, 2011;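 active means inhibition of at least 40% at 20 µM, with no more than 30% in the related APOBEC3A deaminase screen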;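 further: plate controls were DMSO wells with A3G for no effect and wells lacking A3G enzyme for full effect; some compounds called inactive have numbers as strong as hits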
GRIN3A LBD mod = binders of NR3A ligand-binding domain, primary screen, biophysical, differential scanning fluorimetry, uHTS | Glutamate receptor ionotropic, NMDA 3A (GRIN3A) ligand-binding domain | 2.5% of 340,000 active | NR3A LBD differential scanning fluorimetry, Tm shift; 0% = protein alone, 100% = glycine-bound protein | Tm shift relative to glycine control, % at 25 µM;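 active means melting temperature shift of at least 10% of the positive control shift, at one fixed dose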
hIAP inh = human IAP inhibitors, primary screen, biochemical, luminescence, uHTS; Intestinal-type alkaline phosphatase (Homo sapiens), P09923; purified IAP, CDP-Star luminescence, 30 min; inhibition, % at 10 µM; 0.12% of 330,000 active;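 active means inhibition reaching a set limit with compound at 10 µM in the primary screen, cut at about 35% in these data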;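 further: plate controls were DMSO wells with enzyme for no effect and no-enzyme buffer wells for full effect; values of inactives mirror those of a sister screen read the other way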
Target sequence (P09923 whole entry, looked up): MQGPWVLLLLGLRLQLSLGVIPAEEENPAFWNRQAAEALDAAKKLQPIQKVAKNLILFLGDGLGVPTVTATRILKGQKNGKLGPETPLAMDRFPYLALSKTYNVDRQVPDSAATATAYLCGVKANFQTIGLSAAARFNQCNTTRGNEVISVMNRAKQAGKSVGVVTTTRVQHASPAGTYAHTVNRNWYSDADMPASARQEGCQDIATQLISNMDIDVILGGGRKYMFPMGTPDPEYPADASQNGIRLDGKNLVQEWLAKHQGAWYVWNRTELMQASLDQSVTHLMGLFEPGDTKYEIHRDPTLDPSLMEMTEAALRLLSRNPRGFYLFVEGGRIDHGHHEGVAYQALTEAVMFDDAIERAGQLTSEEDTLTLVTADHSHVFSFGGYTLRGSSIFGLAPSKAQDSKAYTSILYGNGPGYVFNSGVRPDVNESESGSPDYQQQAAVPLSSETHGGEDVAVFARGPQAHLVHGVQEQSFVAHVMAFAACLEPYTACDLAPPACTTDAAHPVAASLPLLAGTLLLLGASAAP
hIAP act = human IAP activators, primary screen, biochemical, luminescence, uHTS | Intestinal-type alkaline phosphatase (Homo sapiens), P09923 | purified human IAP, CDP-Star luminescence, 30 min; hits give high values; 1 = vehicle-only enzyme, 0 = enzyme-free background | AID 2524, 2010 | 0.16% of 330,000 active | activation factor at 10 µM;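 active means activation factor of the enzyme at least 2-fold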; further: the source names both 10 and 20 µM as test concentration; values of inactives mirror those of a sister screen read the other way
mIAP inh = inhibitors of mouse IAP, primary screen, biochemical, luminescence, uHTS | intestinal alkaline phosphatase [Mus musculus] | purified mouse IAP, CDP-Star luminescence, 30 min | inhibition, % at 10 µM | 0.2% of 330,000 active;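 active means inhibition of at least 40% at 10 µM in the primary screen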;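 further: plate controls were DMSO with enzyme for no effect and no enzyme wells for full effect; values of inactives mirror those of a sister screen read the other way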
mIAP act = activators of mouse IAP, primary screen, biochemical, luminescence, uHTS | intestinal alkaline phosphatase [Mus musculus] | muIAP, CDP-Star luminescence, 30 min; hits give high values; 1 = vehicle-only enzyme signal, 0 = enzyme-free wells | activation factor at 10 µM | 0.24% of 330,000 active;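 active means activation factor of at least 2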; further: the source names both 10 and 20 µM as test concentration; values of inactives mirror those of a sister screen read the other way
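Assay system: mouse IAP enzyme; Reagent: CDP-Star chemiluminescent phosphatase substrate; Compound: DMSO-dissolved test compounds; Incubation: 30 min, room temperature; Technique: luminescence from enzymatic CDP-Star hydrolysis; Controls: DMSO-only wells and no-enzyme negative control.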
MPTP inh = mitochondrial permeability transition pore inhibitors, primary screen, biochemical, isolated mouse mitochondria, absorbance | inhibition, % at 10 µM | 1.4% of 360,000 active | Ca2+ swelling absorbance, 30 min | AID 602449, 2012;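 active means inhibition of 50% or more, scaled per plate between neutral and stimulator controls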;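 further: 0% = DMSO wells given calcium and 100% = 1 mM EGTA wells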
beta cell repl = inducers of MIN6 beta-cell proliferation, primary screen, ATP luminescence, uHTS | proliferation, % at 10 µM | AID 2380, 2010 | 0.29% of 330,000 active | MIN6 cells proliferation, ATPlite luminescence, 48 h; cells starved in 0.2% serum; 100% = growth in 10% serum;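 active means compounds whose signal lies at least 3.5 SD above the mean of all wells on their plate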;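 further: 0% = DMSO-treated cells in low-serum medium and 100% = 10% serum control; some compounds called inactive have numbers as strong as hits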
* hit, by the source's call; . = no result given. An unsorted share of the library (roughly 5% active in at least one column).

Molecule | A3A deaminase | APOBEC3G inh | GRIN3A LBD mod | hIAP inh | hIAP act | mIAP inh | mIAP act | MPTP inh | beta cell repl
O=C(Nc1ccc2c(c1)OCCO2)c1ccncc1 | -1 | 1 | 3 | 13 | 0.87 | -7 | 1.1 | -0.7 | 0
CCOc1cc(C(=O)Nc2ccc(N3CCN(C(C)=O)CC3)cc2)cc(OCC)c1OCC | 1 | 0 | -1 | 2 | 0.98 | 3 | 0.97 | 1.3 | 0
COCCNC(=O)C(OC(=O)C1=Cc2ccccc2OC1)C(C)C (stereo unspecified) | 3 | -5 | 0 | -13 | 1.1 | -2 | 1 | 1.8 | -1
COc1ccc(OC)c(-c2csc(NC(=O)CSCc3c(C)noc3C)n2)c1 | 9 | -7 | -8 | -10 | 1.1 | -7 | 1.1 | 0.8 | 1
CCc1nn2c(N3CCOCC3)cc(C)nc2c1-c1ccc(F)cc1 | 3 | 8 | 2 | 8 | 0.93 | 5 | 0.95 | -2.1 | 1
O=C(CN1CCN(Cc2ccccc2Cl)C1=O)N1CCCCCC1 | -4 | -4 | 1 | -9 | 1.1 | 2 | 0.97 | -0.6 | 2
CCOC(=O)C1CCCN(c2c(N3CCOCC3)c(=O)c2=O)C1 (stereo unspecified) | -5 | -9 | -1 | 8 | 0.92 | 3 | 0.97 | -0.2 | 3
O=C1[C@@H]2[C@@H]3C[C@@H]([C@H]4ON=C(c5ccc(Cl)cc5)[C@@H]34)[C@@H]2C(=O)N1c1ccc2c(c1)OCO2 | -3 | -7 | -4 | 19 | 0.81 | 3 | 0.97 | 2.7 | -3
CCC(C)C(NC(=O)/C(=C\c1ccccc1)NC(=O)c1ccc(OC)cc1)C(=O)O (stereo unspecified) | -1 | -7 | 0 | 12 | 0.88 | -1 | 1 | 0.6 | -2
CCN(CC)CCCNC(=O)c1cc2c(=O)n(CC)c3ccccc3c2s1 | 3 | -2 | 1 | 9 | 0.91 | 4 | 0.96 | 4.2 | -5
O=C(CCCCCn1c(=S)[nH]c2ccc(Br)cc2c1=O)NCC1CCCO1 (stereo unspecified) | -1 | -12 | 1 | 12 | 0.88 | 9 | 0.91 | 9.3 | -2
CCN1CCN(C(=O)c2ccccc2N(Cc2ccccc2)S(=O)(=O)c2ccc(C)cc2)CC1 | 0 | -1 | 4 | 12 | 0.88 | 4 | 0.96 | -2.7 | -3
CC(CC(=O)NCCc1ccc(S(N)(=O)=O)cc1)c1ccccc1 (stereo unspecified) | -6 | 16 | -1 | -22 | 1.2 | -2 | 1 | 1.0 | 1
CCCCN=C(C)c1c(O)c2ccccc2oc1=O | -5 | -9 | 0 | -11 | 1.1 | 7 | 0.93 | -1.8 | 2
COc1cccc2cc(C(=O)c3ccc([N+](=O)[O-])cc3)oc12 | 0 | 0 | -1 | 14 | 0.85 | -4 | 1 | 0.2 | -1
CC1Cc2nc(SCC(=O)Nc3ccc4c(c3)OCO4)n(-c3ccc(F)cc3)c(=O)c2S1 (stereo unspecified) | -1 | 0 | -3 | 10 | 0.9 | -6 | 1.1 | 2.7 | -1
Cc1ccc(-n2nc(C)c(NS(=O)(=O)c3ccccc3)c2C)cc1C | 2 | -3 | 1 | 3 | 0.97 | 4 | 0.96 | -2.8 | -2
CCCn1c(SCC(=O)NC2CCCCC2C)n[nH]c1=O (stereo unspecified) | 0 | -5 | -4 | 5 | 0.95 | -5 | 1 | -0.8 | -4
Cc1cccc(/C=N/NC(=O)c2ccc3c(c2)OCCO3)c1O | -5 | -1 | . | -68 | 1.7 | 8 | 0.92 | 1.3 | -7
Cc1ccc(CNC(=O)Cn2c(=O)n(CC(=O)N3CCCCC3)c(=O)c3sccc32)cc1 | -2 | -3 | 2 | -18 | 1.2 | 4 | 0.96 | -1.4 | 3
CN(NS(C)(=O)=O)c1c(C#N)c(C(F)(F)F)nn1C | -1 | -5 | -2 | -8 | 1.1 | 6 | 0.94 | -0.5 | -3
CCN(CC)c1ccc(C(=O)c2ccccc2C(=O)O)c(O)c1 | -4 | -8 | -1 | 3 | 0.97 | -5 | 1 | 2.6 | 0
COc1cccc(N2CCN(S(=O)(=O)c3ccc4ccccc4c3)CC2)c1 | -2 | -3 | 0 | -13 | 1.1 | -2 | 1 | 0.1 | 1
N#Cc1cccc(C(c2nnnn2Cc2ccccc2)N2CCCC2)c1 (stereo unspecified) | -1 | -12 | 3 | 2 | 0.98 | -5 | 1 | -0.4 | -1
O=C(CSc1ccc(-c2ccccc2)nn1)N1CCCc2ccccc21 | 0 | 13 | 1 | 0 | 1 | 3 | 0.97 | 3.6 | -1
COc1ccc(OC)c(C2NC(=O)c3sc(=S)n(-c4ccccc4)c3N2)c1 (stereo unspecified) | 5 | -4 | 2 | -7 | 1.1 | 6 | 0.94 | 1.9 | -3
COc1ccc(OC)c(N(CC(=O)N2CCCC2)S(=O)(=O)c2ccc(OC)c(OC)c2)c1 | 2 | -3 | -1 | -13 | 1.1 | 4 | 0.96 | -0.2 | -2
O=C(CSc1nc(Nc2ccccc2)nc(N2CCOCC2)n1)Nc1cc(Cl)ccc1O | -2 | -2 | 33* | -3 | 1 | 5 | 0.95 | 39 | -7
Cc1cccc(NC2=C(NCCO)C(=O)c3ccccc3C2=O)c1 | -1 | -5 | -5 | -18 | 1.2 | 1 | 0.99 | 2.4 | 0
CN(C)CC/C=C1\c2cc(F)ccc2CSc2ccccc21 | -3 | -6 | -1 | 7 | 0.93 | -4 | 1 | 21 | 0
Cc1nc2ccc(NS(=O)(=O)c3c(F)cccc3F)cc2s1 | 1 | -9 | -1 | -10 | 1.1 | 6 | 0.94 | 3.8 | 0
Cc1ccc(NC(=O)CCC(=O)O)cc1F | -2 | -5 | -1 | 0 | 0.99 | 6 | 0.94 | -0.9 | 0
O=C(Cc1ccccc1)Nc1cccc(-c2nc3ncccc3o2)c1 | -1 | -2 | -1 | 9 | 0.91 | 2 | 0.98 | 1.2 | 0
Cc1nn(C)c(C)c1/C=N/NC(=O)CCn1cc([N+](=O)[O-])cn1 | -1 | -1 | -2 | 4 | 0.96 | -5 | 1.1 | 0.5 | 0
CC(COc1ccc(C(C)C)cc1)NC(=O)c1ccc(Br)o1 (stereo unspecified) | 3 | -2 | . | -2 | 1 | 1 | 0.99 | 0.8 | -3
CCCCN1C(=O)CCC(C(=O)O)C1c1ccc(OC)cc1 (stereo unspecified) | -2 | -11 | -6 | 10 | 0.9 | 8 | 0.92 | 8.0 | -1
COc1cccc(NC(=S)N(CCN(C)C)Cc2cccs2)c1 | 7 | -8 | 2 | -8 | 1.1 | -6 | 1.1 | 0.9 | 0
O=C(CN1C(=O)c2ccccc2S1(=O)=O)NCCSCc1cccc(Cl)c1 | -6 | -15 | -1 | 8 | 0.92 | 1 | 0.99 | -1.7 | -2
COc1ccc(-c2sc(Nc3ccccc3)n[n+]2-c2ccc(F)cc2)c(C)c1C | -1 | -8 | -11 | 26 | 0.74 | 6 | 0.94 | 38 | -9
COc1ccccc1-c1ccc(SCC(=O)NCc2ccc3c(c2)OCO3)nn1 | 2 | -5 | 1 | 5 | 0.95 | -3 | 1 | -0.8 | 2
COc1ccc(Cc2nnc(NC(=O)c3ccc(OC)c(OC)c3)s2)cc1OC | 6 | 4 | 1 | -4 | 1 | 8 | 0.92 | -0.7 | 0
O=C1c2ccccc2C(=O)C2OC12 (stereo unspecified) | -3 | -8 | . | 5 | 0.95 | 7 | 0.93 | . | -4
COC(=O)c1ccc(NC(=O)c2ccc3nccnc3c2)cc1 | 1 | 0 | -1 | -1 | 1 | 2 | 0.98 | -0.4 | -2
CCN1C(=O)N(c2ccc(C(C)=O)cc2)S(=O)(=O)c2ccccc21 | -1 | -5 | -2 | 16 | 0.84 | 9 | 0.91 | -0.9 | -3
Cc1ccc(CNS(=O)(=O)c2ccc(-c3cnc(C4CC4)o3)cc2)cc1 | -3 | -5 | 1 | -4 | 1 | 6 | 0.94 | -0.5 | -1
COc1ccc(/C(N)=C/C(=O)C(C)(C)C)cc1 | -2 | -3 | -1 | 0 | 1 | -4 | 1 | -0.5 | -2
CCOC(=O)C1CCN(C(=O)c2cc3c(C)cc(C)cc3[nH]2)CC1 | -2 | -8 | 0 | -7 | 1.1 | -1 | 1 | 1.5 | -1
Cc1ccc(S(=O)(=O)Nc2cccc(S(=O)(=O)Nc3ccccc3C(=O)O)c2)c(C)c1 | 2 | -1 | -4 | -12 | 1.1 | 8 | 0.92 | -0.2 | 0
COc1ccc(C(=O)NC(=S)N2CCNC(=O)C2CC(=O)OC(C)C)cc1 (stereo unspecified) | -5 | -3 | -1 | 10 | 0.91 | 0 | 1 | -0.2 | 2
O=C(O)CCCc1ccc2c(c1)CCc1ccccc1-2 | -3 | -6 | 9 | 6 | 0.94 | 5 | 0.95 | -1.1 | -5
COc1cc2c(cc1OC)CN(CC(=O)Nc1ccc(S(=O)(=O)N(C)C)cc1)CC2 | 8 | -1 | 4 | -8 | 1.1 | 11 | 0.89 | -2.1 | -1
O=C1NC(=O)/C(=C/C(=O)N2CCOCC2)S1 | -1 | -3 | 1 | 11 | 0.89 | 2 | 0.98 | -0.3 | -1
CC(C)C1Cc2c(sc3c2c(=O)n(-c2ccccc2)c2n[nH]c(=S)n32)CO1 (stereo unspecified) | -6 | 20 | 1 | 9 | 0.91 | 9 | 0.91 | 2.4 | 2
O=C(CCCC(=O)N(CC(=O)NC1CCCC1)Cc1ccccc1Cl)Nc1ccccn1 | 0 | -3 | 1 | -21 | 1.2 | -4 | 1 | 0.5 | -2
CCCC[C@@H]1C=C(C(=O)O)[C@H](c2ccc(Cl)cc2)N1S(=O)(=O)c1ccc(C)cc1 | -6 | -5 | -3 | -4 | 1 | -14 | 1.1 | 2.0 | -3
CCC(C)NC(=O)CCC(=O)Nc1ccc2nc(N3CC(C)CC(C)C3)cc(C)c2c1 (stereo unspecified) | -3 | -11 | -3 | -4 | 1 | -23 | 1.2 | 1.3 | 1

3 entries from above, sorted by length of the SMILES, falling:
Molecule | A3A deaminase | APOBEC3G inh | GRIN3A LBD mod | hIAP inh | hIAP act | mIAP inh | mIAP act | MPTP inh | beta cell repl
COc1ccc(-c2sc(Nc3ccccc3)n[n+]2-c2ccc(F)cc2)c(C)c1C | -1 | -8 | -11 | 26 | 0.74 | 6 | 0.94 | 38 | -9
Cc1ccc(CNS(=O)(=O)c2ccc(-c3cnc(C4CC4)o3)cc2)cc1 | -3 | -5 | 1 | -4 | 1 | 6 | 0.94 | -0.5 | -1
O=C1c2ccccc2C(=O)C2OC12 (stereo unspecified) | -3 | -8 | . | 5 | 0.95 | 7 | 0.93 | . | -4
